# Screening data as filed in PubChem BioAssay.
# HEK293 tox: kills HEK 293 cells. HEK 293 viability, ATP luminescence (CellTiter-Glo), 48-72 h. Potency, µM (top dose mostly 115 µM), for the others: at the top dose activity change, negative = cytotoxicity, actives largely listed as inhibitors. hit rate 6.6% among 94,000. AID 1345083; also: potency is read from the fitted curve at half-maximal effect; nearly all actives have a fitted effect of over 60% in size
#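 Cells seeded first (HEK 293, 250 cells/well), then compound added by pintool. Incubation ran 48 or 72 hr at 37 degree Celsius. CellTiter-Glo was added and luminescence imaged after 10 min at room temperature.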
# Luciferase inh: inhibitors of firefly (Photinus pyralis) luciferase. Potency, µM (highest dose often 115 µM), inactives show at the top dose activity change, negative = inhibition, actives largely listed as inhibitors. hit rate 2.5% among 76,000. purified P. pyralis luciferase, luminescence, biochemical. P08659. AID 1347043; also: potency is read from the fitted curve at half-maximal effect; nearly all actives have a fitted effect of over 65% in size
# Target sequence (P08659 whole entry, looked up): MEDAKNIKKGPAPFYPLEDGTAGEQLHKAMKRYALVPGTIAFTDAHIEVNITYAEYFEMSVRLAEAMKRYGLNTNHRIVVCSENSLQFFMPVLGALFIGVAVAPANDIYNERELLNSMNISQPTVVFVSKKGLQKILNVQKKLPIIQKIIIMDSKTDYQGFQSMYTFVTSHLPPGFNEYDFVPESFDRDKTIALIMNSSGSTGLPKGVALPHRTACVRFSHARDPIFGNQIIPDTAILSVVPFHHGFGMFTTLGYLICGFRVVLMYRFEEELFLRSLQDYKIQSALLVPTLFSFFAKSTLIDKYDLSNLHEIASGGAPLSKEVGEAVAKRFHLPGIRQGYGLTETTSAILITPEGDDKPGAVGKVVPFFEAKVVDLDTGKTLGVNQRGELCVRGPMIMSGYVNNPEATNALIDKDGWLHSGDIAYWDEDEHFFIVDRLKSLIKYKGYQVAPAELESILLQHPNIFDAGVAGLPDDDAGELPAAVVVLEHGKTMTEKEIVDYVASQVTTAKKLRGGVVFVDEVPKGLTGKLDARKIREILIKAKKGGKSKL
#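 Luminescence read by CCD imaging after purified firefly luciferase (10nM final) was added to substrate buffer holding 10uM D-luciferin and 10uM ATP, pH 7.5, pre-dosed with compound.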
# GPT2 inhibitor: GPT2 alanine aminotransferase inhibition | Potency, µM (top dose mostly 57.7 µM), without a hit: top-dose activity change, negative = inhibition, most hits filed as inhibitors | Recombinant GPT2, coupled pyruvate oxidase/HRP Amplex Red fluorescence | hit rate 0.25% among 100,000 | Q8TD30; also: potency is read from the fitted curve at half-maximal effect; nearly all actives have a fitted effect of over 60% in size; many of its hits are not listed in these tables
#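 Recombinant GPT2 (10ng/uL) with 250uM a-KG and 2mM L-alanine, 30 min at room temperature, in HEPES pH 7.5 buffer. Pyruvate detected by pyruvate oxidase/HRP/Amplex Red fluorescence after 30 min in the dark; AOA (50uM) as positive control.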
# SNCA expr inh: inhibitors of alpha-synuclein (SNCA) gene expression; AID 1671194; hit rate 0.17% among 140,000; Potency, µM (top dose mostly 57.2 µM), without a hit: at the highest dose activity change, negative = inhibition, most hits filed as inhibitors; HEK-293 SNCA-luciferase knock-in, luminescence, 24 h;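 also: potency is read from the fitted curve at half-maximal effect; plate controls were DMSO cells for no effect and cell-free wells for full effect; nearly all actives have a fitted effect of over 45% in size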
# HEK293 viab: counter-screen for SNCA expression inhibitors: cell viability; HEK-293-SNCA-luc viability, GF-AFC fluorescence, 24 h; Potency, µM (doses to about 57.1 µM), without a hit: top-dose activity change, negative = cytotoxicity, hits mostly cytotoxic; hit rate 0.12% among 150,000; AID 1671193;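 also: potency is read from the fitted curve at half-maximal effect; 0% = DMSO-treated cells and -100% = medium-only wells without cells; nearly all actives have a fitted effect of over 30% in size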
#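 Cytotoxicity counterscreen: after 24 h compound treatment of genome-edited SNCA-luciferase HEK-293 cells, live-cell protease substrate GF-AFC read by fluorescence after 30 min; activity scaled between DMSO (0%) and medium-only (-100%), curves Hill-fitted.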
# IP6K1 inh: IP6K1 kinase inhibition; activity change, % (series mostly up to about 58 µM); hit rate 0.81% among 140,000; IP6K1 kinase, ADP-Glo luminescence, 2 h; stronger effect = lower value; AID 1645851; in the data active = activity change below about -25%
# Target sequence (Q92551 whole entry, looked up): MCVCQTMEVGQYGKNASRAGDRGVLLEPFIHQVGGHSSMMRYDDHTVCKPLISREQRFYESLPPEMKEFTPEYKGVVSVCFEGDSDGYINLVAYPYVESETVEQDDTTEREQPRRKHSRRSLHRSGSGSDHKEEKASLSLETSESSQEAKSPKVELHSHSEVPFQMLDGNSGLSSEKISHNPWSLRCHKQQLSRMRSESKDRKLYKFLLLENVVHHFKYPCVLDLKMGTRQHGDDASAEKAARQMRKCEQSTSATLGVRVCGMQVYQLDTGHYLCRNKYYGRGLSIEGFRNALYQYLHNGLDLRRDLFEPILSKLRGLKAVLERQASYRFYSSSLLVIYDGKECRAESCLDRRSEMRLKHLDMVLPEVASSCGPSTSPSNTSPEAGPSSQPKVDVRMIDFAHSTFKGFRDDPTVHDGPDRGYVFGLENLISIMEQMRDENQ
#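 ADP-Glo luminescence measures ADP made by human IP6K1 during a 2 h RT reaction with ATP/IP6 (mix at 1.3 mM/130 uM); top library doses 57.5 and 19.1 uM final.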
# NIH3T3 tox: kills NIH 3T3 cells. Potency, µM (highest dose often 96.7 µM), for the others: at the highest dose activity change, negative = cytotoxicity, actives largely listed as inhibitors. hit rate 4.3% among 94,000. NIH 3T3 viability, CellTiter-Glo ATP luminescence, 48-72 h. AID 1345082; also: potency is read from the fitted curve at half-maximal effect; nearly all actives have a fitted effect of over 55% in size
#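 Mouse fibroblast NIH 3T3 cells, 400 per well, received compound via pintool and were incubated for 48 or 72 hr prior to CellTiter-Glo ATP luminescence measurement.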
# Numbers without * were called inactive; i = inactive; ? = inconclusive; · = no result given; [ ] = dose if it differs, or a comment. Unless noted, calls follow the shape of the dose curve; as a rule, active = well fitted curve in the direction sought with a large enough effect; inconclusive = small, poorly fitted or top-dose-only effect, or another doubt; inactive = no such curve, though single readings can be large; an effect the other way counts as inactive or inconclusive. Unless noted, % is scaled to controls: 0 for no effect and ±100 for the full control effect. The list is partial; rates above refer to the full screens.
SMILES,HEK293 tox,Luciferase inh,GPT2 inhibitor,SNCA expr inh,HEK293 viab,IP6K1 inh,NIH3T3 tox
O=C(c1ccc2c(c1)N(Cc1ccccc1)C(=O)c1ccccc1S2(=O)=O)N1CCN(Cc2ccccc2)CC1,·,·,·,?,1%,5,·
COc1ccc(CCNCc2c(C(=O)O)c(C)n(Cc3cccc(Cl)c3)c2C)c(OC)c1OC,·,·,·,-9%,-7%,-12,·
Cc1nc2ccccc2c(-c2ccc3c4c(ccnc24)CCO3)c1[C@H](OC(C)(C)C)C(=O)O,·,·,i,·,-1%,15,·
COCc1cn(C[C@H]2C[C@@H](NC(=O)c3ccccc3)[C@H](O)[C@@H]2O)nn1,-16%[172 µM],1%[172 µM],-3%[88.5 µM],0%[87.6 µM],6%[87.6 µM],1,-12%[138 µM]
CCOC(=O)c1ccc(N2C(=O)c3n[nH]c(-c4ccco4)c3C2c2ccc(O)c(OC)c2)cc1 (centres undefined),·,·,·,6%,-2%,-6,·
Cc1cc(C)cc(NC(=O)Cn2nc(N3CCN(c4ccccc4)CC3)ccc2=O)c1,·,·,·,-3%,-5%,-10,·
Cc1cccc(C(=O)n2nc(-c3cccnc3)nc2NCc2ccccc2)c1,·,·,·,18%,1%,-30*,·
CCc1ccc(NC(=O)Cc2c(C(=O)O)c(C)cn2C)cc1,·,·,·,47%[activator],10%,-16,·
Cc1cnn(CCC(=O)N2CCCn3ccnc3C2c2cnn(C)c2)c1 (centres undefined),-6%,6%,i,6%,-3%,0,-7%
CCc1cccc(NC(=O)N2CCCC(c3noc(COc4ccccc4F)n3)C2)c1 (centres undefined),?,?,i,-16%,?,0,?
CCn1c(CN(C)C)nnc1C1CCN(C(=O)c2cnn3ccccc23)CC1,?,-1%,-11%,-5%,-3%,21,4%
CC(C)N1C(=O)CO[C@H](c2ccc(NC(=O)c3ccco3)cc2)[C@H]1CO,i,-10%[172 µM],2%[88.5 µM],-7%[87.6 µM],6%[87.6 µM],8,2%[174 µM]
Cc1nnc2ccc(N3CCN(C(=O)c4ccc(Cl)nc4)CC3)nn12,-3%,·,·,·,·,9,-25%
CCc1c(CC(N)=O)c2cc(OCCCP(=O)(O)O)ccc2n1Cc1ccccc1,·,·,5%,·,15%,3,·
Cc1cnc(C(=O)N2CCC3(CC2)c2[nH]c4ccccc4c2CCN3C)cn1,i,1%,i,?,-4%[12.5 µM],1,-5%

# 2 compounds drawn at random from those above:
SMILES,HEK293 tox,Luciferase inh,GPT2 inhibitor,SNCA expr inh,HEK293 viab,IP6K1 inh,NIH3T3 tox
Cc1cnc(C(=O)N2CCC3(CC2)c2[nH]c4ccccc4c2CCN3C)cn1,i,1%,i,?,-4%[12.5 µM],1,-5%
Cc1cc(C)cc(NC(=O)Cn2nc(N3CCN(c4ccccc4)CC3)ccc2=O)c1,·,·,·,-3%,-5%,-10,·

# Shown with values under each structure: part of the list above.
# Results follow in this order: HEK293 tox	Luciferase inh	GPT2 inhibitor	SNCA expr inh	HEK293 viab	IP6K1 inh	NIH3T3 tox
COCc1cn(C[C@H]2C[C@@H](NC(=O)c3ccccc3)[C@H](O)[C@@H]2O)nn1
→ -16%[172 µM]	1%[172 µM]	-3%[88.5 µM]	0%[87.6 µM]	6%[87.6 µM]	1	-12%[138 µM]
CCOC(=O)c1ccc(N2C(=O)c3n[nH]c(-c4ccco4)c3C2c2ccc(O)c(OC)c2)cc1 (centres undefined)
→ ·	·	·	6%	-2%	-6	·
Cc1cc(C)cc(NC(=O)Cn2nc(N3CCN(c4ccccc4)CC3)ccc2=O)c1
→ ·	·	·	-3%	-5%	-10	·
Cc1cccc(C(=O)n2nc(-c3cccnc3)nc2NCc2ccccc2)c1
→ ·	·	·	18%	1%	-30*	·
CCc1ccc(NC(=O)Cc2c(C(=O)O)c(C)cn2C)cc1
→ ·	·	·	47%[activator]	10%	-16	·
Cc1cnn(CCC(=O)N2CCCn3ccnc3C2c2cnn(C)c2)c1 (centres undefined)
→ -6%	6%	i	6%	-3%	0	-7%
CCc1cccc(NC(=O)N2CCCC(c3noc(COc4ccccc4F)n3)C2)c1 (centres undefined)
→ ?	?	i	-16%	?	0	?
CCn1c(CN(C)C)nnc1C1CCN(C(=O)c2cnn3ccccc23)CC1
→ ?	-1%	-11%	-5%	-3%	21	4%
CC(C)N1C(=O)CO[C@H](c2ccc(NC(=O)c3ccco3)cc2)[C@H]1CO
→ i	-10%[172 µM]	2%[88.5 µM]	-7%[87.6 µM]	6%[87.6 µM]	8	2%[174 µM]
Cc1nnc2ccc(N3CCN(C(=O)c4ccc(Cl)nc4)CC3)nn12
→ -3%	·	·	·	·	9	-25%
CCc1c(CC(N)=O)c2cc(OCCCP(=O)(O)O)ccc2n1Cc1ccccc1
→ ·	·	5%	·	15%	3	·
Cc1cnc(C(=O)N2CCC3(CC2)c2[nH]c4ccccc4c2CCN3C)cn1
→ i	1%	i	?	-4%[12.5 µM]	1	-5%

# Additional structures follow:
SMILES,HEK293 tox,Luciferase inh,GPT2 inhibitor,SNCA expr inh,HEK293 viab,IP6K1 inh,NIH3T3 tox
CC(=O)N1CCCc2cc(S(=O)(=O)N3CCC(C(=O)Nc4ccc(C)cc4Cl)CC3)ccc21,·,·,·,?,19%,-5,·
O=C(Cc1cccc(Cl)c1)N[C@@H]1CN(c2ncccn2)C[C@H]1CO,-8%,-3%,-18%,40%[activator],-6%,9,-14%
O=C1NCc2ccccc2CC12CCN(CC1CCCCC1)C2 (centres undefined),-27%,·,i,6%,8%,-4,-13%
Cc1ccc(-c2nc(C(=O)NCCc3ccc(S(N)(=O)=O)cc3)no2)cc1,1%,-21%,i,-5%,-12%,-3,-8%
Cc1cc(C)c(S(=O)(=O)N2CC(c3nc(-c4ccncc4)no3)C2)cc1C,?,-5%,i,-23%,-3%,3,-26%
CCC(C(=O)Nc1cccc(C#N)c1)n1c(=O)c(-c2ccccc2NC(C)=O)nc2ccccc21 (centres undefined),·,·,·,?,?,0,·
Cc1cc(C)c(NC(=O)CCCn2c(C)c3cnn(-c4ccccc4)c(=O)c3c2C)c(C)c1,·,·,·,-15%,-5%,19,·
CC(=O)N[C@@H]1Cc2ccccc2[C@H]1n1ccnc1-c1cc2n(n1)CCNC2,i,1%,-7%,1%,12%,-8,-14%
CC(C)N1CCN(C(=O)c2cc3n(n2)CC(c2ccc(Br)cc2)OC3)CC1 (centres undefined),?,1%,i,?,6%,12,?
Cc1ccc(-n2nc3n(c2=O)CCN(C(=O)C2CCCC2)C3)cc1,?,-32%[172 µM],?,17%[87.6 µM],-7%[87.6 µM],4,?
Cc1cccc(C)c1-c1nnc2ccc(C(=O)NCC(C)C)cn12,-26%[172 µM],·,-8%[88.5 µM],-8%[87.6 µM],11%[87.6 µM],13,-24%[138 µM]
CCCNC(=O)CN1C(=O)c2c(c3ccccc3n2C)C1c1ccc(OC)cc1 (centres undefined),·,·,·,-22%,-1%,8,·
Cc1c(Cl)cccc1-c1ccc(CNCCCSc2nnnn2C)o1,·,·,·,-3%,4%,9,·
COc1ccc(S(=O)(=O)N2CCCN(CC(=O)Nc3ccc(OC)cc3OC)CC2)cc1,·,·,·,79%[activator],?,19,·
COc1ccccc1C(=O)N1CCCC(c2nn(-c3ccc(Cl)cc3)c(=O)[nH]2)C1 (centres undefined),-13%,2%,i,-17%,-21%,0,?
CC(=O)c1ccc(NC(=O)N2C[C@@H]3C[C@H](C2)c2ccc(NC(=O)c4cccs4)c(=O)n2C3)cc1,i,-11%,1%,0%,-6%,-1,-9%
O=C1CC2(CCN([S+](=O)([O-])c3cccc(C(F)(F)F)c3)CC2)Oc2cc(Cl)ccc21,32µM*,2%,?,-5%,-2%,-2,?
Cc1cc(C(=O)Nc2ccc([C@H]3OCC(=O)N(Cc4cccnc4)[C@@H]3CO)cc2)c(C)o1,-1%,-4%,-42%,47%[activator],5%,7,-15%
CN1CCN(Cc2cn3c(=O)n(C)cc(-c4cccc(N(C)C)c4)c3n2)CC1,?,-8%[172 µM],i,17%[87.6 µM],1%[87.6 µM],-6,-18%[138 µM]
OCc1cnc(SCc2ccccc2F)n1Cc1ccc(F)cc1,·,·,·,6%,-7%,-1,·
O=C(Nc1ccc(F)cc1Cl)c1cnc(N2CCOCC2)c2ccccc12,·,·,·,54%[activator],-2%,-3,·
Cc1ccc(NC(=O)C2CCCN2S(=O)(=O)c2ccc3c(c2)CCCC(=O)N3)cc1Cl (centres undefined),·,·,·,-10%,-18%,0,·
COc1cccc(CC(=O)N2CCCC(c3noc(COc4ccccc4)n3)C2)c1 (centres undefined),?,-10%,-6%,38%[activator],19%[12.5 µM],21,-20%
CCOc1ccc(CN2CC[C@@](C)(O)[C@H](N3CCCC3)C2)cc1,-10%,12%,i,-13%,4%,16,?
COc1ccc(CNS(=O)(=O)c2cnc(N)nc2)c(OC)c1,·,·,·,14%,-7%,11,·
COc1ccc(CNC(=O)NC2CCc3nnc(C4CC4)n3CC2)cc1 (centres undefined),-12%,-13%,i,2%,?,-14,-12%
Cc1cccc(C)c1OCC(=O)N(Cc1ccc(Cl)cc1)CC1CCCO1 (centres undefined),·,·,·,19%,?,-14,·
Cc1noc(C)c1[S+](=O)([O-])N1CCCC(C(=O)N2CCCC(c3nc4ncccc4[nH]3)C2)C1 (centres undefined),-36%,·,i,-14%,2%,-7,-20%
COCC(=O)N[C@H]1C[C@@H](CO)N(Cc2ccccc2Br)C1,-8%,0%,-42%,-7%,-7%,-5,-27%
CNC(=O)C1CCCN(c2nccc(Nc3ccccc3OC)n2)C1 (centres undefined),?,·,i,21%[87.6 µM],-12%[12.5 µM],-2,-25%[138 µM]
COc1ccc(N2CCN(CCCNC(=O)c3nnc(Cc4ccccc4Cl)o3)CC2)cc1,·,·,·,-13%,-8%,-1,·
COc1ccccc1C(=O)NCCn1ccn2nc(-c3ccc(C)cc3C)cc2c1=O,?,10µM*,-11%,17%,2%,1,?
CNc1ccc(-c2nc(-c3ccco3)no2)cc1[N+](=O)[O-],·,·,·,133%[activator],19%,-6,·
